# HCV inhibitor = blocks hepatitis C virus | Huh7.5.1 HCVcc-Cre infection, luciferase reporter, 44 h | Potency, µM (series often up to 41.8 µM), without a hit: at the highest dose activity change, negative = inhibition, hits mostly inhibitors | actives 3.4% (n = 340,000) | AID 651820; further: potency means the concentration at half of the fitted maximal effect; on the % scale 0 is the no-effect control and ±100 the full control effect
#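 Cells seeded at 1,000/well and cultured 4 h, then compounds added followed by HCVcc-Cre virus (~0.5 moi). After 44 h further culture, luciferase substrate was added, plates held 15 min at room temperature, and luminescence read for 15 sec.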
# Pf growth 48h = inhibits P. falciparum growth in the first generation, 48 h. P. falciparum luciferase growth in erythrocytes, 48 h. Potency, µM (doses to about 28.7 µM), inactives show at the highest dose activity change, negative = inhibition, usual class: inhibitors. actives 5.9% (n = 310,000). AID 504832; further: potency means the concentration at half of the fitted maximal effect; on the % scale 0 is the no-effect control and ±100 the full control effect
#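 Luciferase-expressing P. falciparum in infected erythrocytes (2% hematocrit, 0.1% parasitemia final) in RPMI 1640/0.5% Albumax were exposed to compound for 48 hours at 37 C, 5% CO2; growth read as luminescence.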
# Tb PYK inh = T. brucei pyruvate kinase inhibition. Q57TT1. TbPYK enzyme, Kinase-Glo Plus ATP luminescence, 45 min. Potency, µM (top dose mostly 76.8 µM), inactives show top-dose activity, negative = inhibition, actives largely listed as inhibitors. actives 0.12% (n = 410,000); further: potency means the concentration at half of the fitted maximal effect; on the % scale 0 is the no-effect control and ±100 the full control effect; nearly all actives have a fitted effect of over 50% in size
#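 In this concentration-response screen, enzyme-free wells defined baseline while DMSO plates tracked drift. Each reaction combined TbPYK, substrate, compound and 130 uM ADP for 45 min at room temperature. Kinase-Glo Plus luminescence gave the signal.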
# LmPK inhibitor = blocks Leishmania mexicana pyruvate kinase activity | Potency, µM (top dose mostly 57.5 µM), for the others: at the top dose activity change, negative = inhibition, hits mostly inhibitors | purified LmPK, Kinase-Glo ATP luminescence, 1 h | actives 0.37% (n = 290,000) | Q27686; further: potency means the concentration at half of the fitted maximal effect; on the % scale 0 is the no-effect control and ±100 the full control effect
# Target sequence (Q27686 whole entry, looked up): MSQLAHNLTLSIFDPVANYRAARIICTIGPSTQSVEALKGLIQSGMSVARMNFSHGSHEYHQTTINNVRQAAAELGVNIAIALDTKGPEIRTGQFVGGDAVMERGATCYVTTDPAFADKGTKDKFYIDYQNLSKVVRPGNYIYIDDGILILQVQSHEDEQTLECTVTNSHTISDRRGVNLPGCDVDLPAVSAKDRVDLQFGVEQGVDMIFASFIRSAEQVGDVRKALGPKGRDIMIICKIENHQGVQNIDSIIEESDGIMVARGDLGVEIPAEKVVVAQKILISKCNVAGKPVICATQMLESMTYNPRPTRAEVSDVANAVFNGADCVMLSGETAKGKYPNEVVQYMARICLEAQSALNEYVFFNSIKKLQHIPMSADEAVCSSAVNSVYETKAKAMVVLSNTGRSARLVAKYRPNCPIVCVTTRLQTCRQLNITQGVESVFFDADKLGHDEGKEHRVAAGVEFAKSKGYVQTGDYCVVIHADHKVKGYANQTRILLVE
#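 Kinase-Glo luminescence read after 1 h RT reaction of 0.1 nM LmPK with 0.5 mM PEP and 0.1 mM ADP. Activity scaled between uninhibited and enzyme-free controls.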
# Cycloheximide cs = counter-screen for Shiga toxin inhibitors: cycloheximide protein synthesis inhibition. AID 2314. max response, %. actives 12% (n = 300,000). cell reporter, cycloheximide protein synthesis inhibition counterscreen; in the data active means max response mostly above about 13%, no sharp cut-off; inactive means mostly below about 14%; further: read at 38.3 µM for the half of the compounds with a filed dose; 0% is about no effect
# Shiga inhibitor = Shiga toxin inhibition; Vero cells, Shiga toxin protein synthesis inhibition reporter; inhibition, % at 38.7 µM; actives 9.2% (n = 290,000); AID 2315; in the data active means inhibition mostly above about 28%, no sharp cut-off; inactive means mostly below about 43%; further: 0% is about no effect
# Pf growth 96h = P. falciparum growth inhibition at 96 hour, primary screen for plastid delayed-death inhibitors | P. falciparum luciferase reporter growth, 96 h | Potency, µM (highest dose often 28.7 µM), inactives show at the highest dose activity change, negative = inhibition, actives largely listed as inhibitors | actives 6.9% (n = 320,000) | AID 504834; further: potency means the concentration at half of the fitted maximal effect; on the % scale 0 is the no-effect control and ±100 the full control effect
#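 Two-generation exposure (96 h) targets delayed-death phenotype. Reporter parasites carrying integrated firefly luciferase, in red cells at 2% hematocrit and 0.05% parasitemia final, kept at 37 C, 5% CO2; luminescence loss indicates inhibition.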
# Numbers without * were called inactive; ? = inconclusive; nt = no result given; & = joins results of further samples; [ ] = dose if it differs, or a comment. Unless noted, the call rests on the fitted dose curve; in most records, active means well fitted curve in the direction sought with a large enough effect; inconclusive means small, poorly fitted or top-dose-only effect, or another doubt; inactive means no such curve, though single readings can be large; an effect the other way counts as inactive or inconclusive.
SMILES,HCV inhibitor,Pf growth 48h,Tb PYK inh,LmPK inhibitor,Cycloheximide cs,Shiga inhibitor,Pf growth 96h
CCOC(=O)N1CCN(c2ccc3nnnn3n2)CC1,1%,nt,-5%,5%,-3,-18,2.1µM*
CCOc1ccc(CC2S/C(=N/c3ccccn3)NC2=O)cc1 (stereo unspecified),0%,15µM*,1%,11%,-4,28,80%[activator]
O=C(NCC(=O)N1CCN(S(=O)(=O)c2ccccc2C(F)(F)F)CC1)c1sc2ccccc2c1Cl,14%,23%,-2%,nt,nt,nt,33%[activator]
O=C(CCCn1c(SCC(=O)NC2CCCCC2)nc2ccccc2c1=O)NCC1CCCO1 (stereo unspecified),27%,?,4%,0%,-2,-11,12µM*
COc1ccc(CCNC(=O)COC(=O)Cc2ccccc2)cc1,34%[activator],3%,-5%,-2%,1,-15,-8%
CC(C)(C)c1cc(OS(C)(=O)=O)ccc1O,-1%,24%,4%,2%,-1,-6,35%
CC(C)c1ccc(O)c(NC(=S)NC(=O)c2ccc3c(c2)OCO3)c1,?,?,-17%,1%,53*,99*,?
Cc1ccc(N(CC(=O)NC(C)C)C(=O)CCC(=O)Nc2nccs2)c(C)c1,-19%,-4%,-9%,-2%,28*,-2,22%
CSc1nccc(N2CCN(c3ccc(F)cc3)CC2)n1,?,?,3%,4%,2,25,12µM*
CC(NC(=O)/C=C/c1ccccc1)c1ccccc1 (stereo unspecified),12%,-21%,-2%,2%,-2,-6,-17%
O=C(Nc1nnc(COc2ccc(Br)cc2)s1)c1ccco1,21%,11%,1%,3%,-1,-11,10%
O=C(CCC(=O)N1CCOCC1)Nc1ccc(Cl)c(Cl)c1,9%,-17%,-7%,-9%,-1,4,4%
CC1(C)Cc2noc(N)c2C(C)(C)N1OC(=O)c1ccccc1,-2%,?,3%,3%,-1,6,?
CC(C)NCC(O)COCCOc1ccc(Cl)cc1 (stereo unspecified),-28%,-5%,-3%,-3%,-1,-11,16%
CNC(=O)c1c(Cl)cnn1-c1ccc(C)cc1,12%,71%[activator],-4%,-5%,21*,55*,221%[activator]
COc1ccc(C(c2sc3nc(C)nn3c2O)N2CCCCC2)cc1 (stereo unspecified),-4%,2%,-3%,0%,-1,-11,2%
Cc1cc(=O)n(CC(=O)O)c2ccccc12,14%,20%,-1%,1%,-1,-23,?
NC(=S)N/N=C/c1ccccc1O,1%,0.33µM*,-7%,0%,1,-1,1µM*
CCn1c(P(C)(=O)O)nc2cc(NC(=O)c3ccccc3F)ccc21,21%,34%[activator],-8%,1%,7,32*,10%
CCN(CC)C(=O)c1sc(NC(=O)c2ccoc2C)c(C(=O)OC)c1C,19%,-13%,-13%,-1%,1,19,6%
N#Cc1ccsc1NC(=O)COC(=O)c1cc2ccccc2cc1O,?,64%[activator],-10%,-3%,31*,84*,42%[activator]
O=C(N/N=C/c1cccc2ccccc12)c1cccs1,-17%,12%,1%,2%,73*,87*,4%
COc1ccc(-c2nnc(SCc3ccccc3)n2N)cc1,-3%,8%,-8%,4%,44*,61*,52%[activator]
O=C(Nc1cccc(F)c1)C1CCN(S(=O)(=O)c2cnc[nH]2)CC1,14%,16%,0%,-9%,-2,-6,13%
Cc1ccc(OCCNC(=O)CCC(=O)N2CCOCC2)cc1,13%,54%[activator],-3%,nt,nt,nt,35%[activator]
Cc1nn(-c2cccc(Cl)c2)c2nc(-c3ccncc3)cc(C(=O)N3CCOCC3)c12,7.9µM*,?,-1%,7%,3,6,6.6µM*
COc1ccc(-n2nc(C(=O)NCC(=O)Nc3cccc(NC(C)=O)c3)c3ccccc3c2=O)cc1,-9%,?,1%,6%,-4,-28,-52%
Cc1ccc(S(=O)(=O)Cn2nnnc2C(c2ccc(F)cc2)N2CCC(C(N)=O)CC2)cc1 (stereo unspecified),2%&11%,?,6%,-2%,-3,46,nt
Fc1ccc(-c2ccc(/C=N\n3cnnc3)o2)cc1Cl,20%,11%,5%,0%,5,1,448%[activator]
Cc1oc(-c2ccc(Cl)cc2)nc1CS(=O)CC(=O)NCCCN1CCCC(C)C1 (stereo unspecified),?,2%,5%,-1%,0,3,-22%
O=C(CN1CCCSc2ccccc21)N1CCN(S(=O)(=O)c2ccccc2)CC1,?,5%,-9%,nt,nt,nt,?
CCCc1cc(=O)[nH]c(Nc2ccc(N3CCCCC3)cc2)n1,-9%,12%,-16%,12%,-3,3,nt
CCCCn1nnnc1SCC(=O)N1CCOCC1,2%,8%,-7%,-3%,-1,-8,?
COc1ccc(-c2cc(C(=O)N3CCN(c4ccccc4)CC3)c3ccccc3n2)cc1,?,7%,-3%,5%,27*,63*,-17%
COCCCNc1nc2nonc2nc1N(C)CC1CCCN1C (stereo unspecified),14%,-10%,5%,-4%,-2,-11,-5%
COc1ccc(CCNC(=O)c2cc(-c3ccccc3)on2)cc1OC,7%,-2%,-17%,-7%,4,10,nt
O=C(Nc1ccc(F)cc1)C1CCCN(S(=O)(=O)c2ccc3[nH]c(=O)ccc3c2)C1 (stereo unspecified),-19%,?,-4%,-1%,-1,4,?
Cc1c(CC(=O)N2CCN(C(=O)C3COc4ccccc4O3)CC2)c(=O)oc2cc(O)cc(O)c12 (stereo unspecified),-23%,?,-20%,-3%,11,-9,?
Cn1c(SCC(=O)Nc2ccccc2F)nc2c(c1=O)SCC2,6.3µM*,?,-3%,1%,-1,-12,0%
O=C(CCCn1c(=S)[nH]c2cc3c(cc2c1=O)OCO3)N1CCN(C2CCCCC2)CC1,-25%,?,-10%,-4%,-4,16,?
O=C(CC1c2ccccc2Oc2ccccc21)Nc1ccccc1F,9%,-10%,3%,0%,-2,-12,4%
O=C(c1ccc2n[nH]nc2c1)N1CCN(c2ccc(C(F)(F)F)cn2)CC1,-15%,?,-1%,nt,nt,nt,?
O=C(NCCc1ccccc1F)c1cccc2cccnc12,-20%,?,0%,-6%,52*,82*,0%
COc1cccc(C2C(C#N)=C(N)Oc3c2oc(CO)cc3=O)c1 (stereo unspecified),15%,-22%,-6%,3%,6,15,-8%
CC12CN3CC(C)(CN(C1)C31CCOCC1)C2=O,6%,-3%,7%,14%,-1,7,?
Cc1ccc(C(=O)NC(=S)Nc2cccc(NC(=O)c3ccccc3Cl)c2)cc1[N+](=O)[O-],?,12%,-12%,3%,1,-10,44%[activator]
CC(/C=N/NC(=O)c1n[nH]c2c1CCC2)=C\c1ccccc1,?,-9%,0%,-9%,32,80,nt
Cc1ccc2nc(SCC(=O)Nc3nonc3C)[nH]c2c1,-10%,20%,3%,0%,3,9,37%[activator]
CCn1cc(C(=O)c2ccccc2)c2ccccc21,nt,nt,-3%,3%,2,-22,?
COc1ccc(NS(=O)(=O)c2cccc(C(=O)N/N=C/c3ccc4c(c3)OCCO4)c2)cc1,-13%,13%,3%,2%,8,-6,-3%

# An excerpt of these results, as labelled records.
CC(/C=N/NC(=O)c1n[nH]c2c1CCC2)=C\c1ccccc1
  HCV inhibitor: ? | Pf growth 48h: -9% | Tb PYK inh: 0% | LmPK inhibitor: -9% | Cycloheximide cs: 32 | Shiga inhibitor: 80 | Pf growth 96h: nt

O=C(NCCc1ccccc1F)c1cccc2cccnc12
  HCV inhibitor: -20% | Pf growth 48h: ? | Tb PYK inh: 0% | LmPK inhibitor: -6% | Cycloheximide cs: 52* | Shiga inhibitor: 82* | Pf growth 96h: 0%

# Other records
SMILES,HCV inhibitor,Pf growth 48h,Tb PYK inh,LmPK inhibitor,Cycloheximide cs,Shiga inhibitor,Pf growth 96h
Cc1ccccc1-n1c(C)cc(/C=C2/C(=O)NC(=O)N(Cc3ccco3)C2=O)c1C,-8%,19%,-4%,4%,9,-3,7%
CNc1nc(C)c(C(C)(C)C)s1,14%,6%,7%,2%,1,9,7%
O=C(c1ccc(-n2cccc2)cc1)N1CCN(Cc2ccccc2)CC1,?,58%[activator],nt,6%,16,2,36%[activator]
COc1cccc(OCC(O)CNC2CCCC2)c1 (stereo unspecified),8%,2%,-18%,-6%,0,5,?
O=C(Nc1nnc(S(=O)(=O)N2CCCCC2)s1)c1ccccc1Br,14%,-11%,-2%&-3%,-1%,1,-14,64%[activator]
COc1ccc(/C=C2\CCCC(C(=O)C(F)(F)F)=C2O)cc1OC,nt,0%,nt,-3%,20*,76,?
CC(C)NC(=S)NCc1cccnc1,0%,14%,-3%,-4%,-3,-13,?
CCOn1c(=O)c(-c2cc(OC)ccc2OC)[n+]([O-])c2ccccc21,7%,-54%,-1%,4%,-2,-5,?
CCOC(=O)N1CCC(NC(=O)CCc2cn(C)c3ccccc23)CC1,-13%,40%[activator],-1%,0%,1,-6,?
CC1(C)C(=O)C2(CCCC2)C(=O)OC1c1ccco1 (stereo unspecified),1%,4%,-1%,-11%,-1,10,nt

# As a working copy, 14 of the compounds above.
SMILES,HCV inhibitor,Pf growth 48h,Tb PYK inh,LmPK inhibitor,Cycloheximide cs,Shiga inhibitor,Pf growth 96h
CCOC(=O)N1CCN(c2ccc3nnnn3n2)CC1,1%,nt,-5%,5%,-3,-18,2.1µM*
CCOc1ccc(CC2S/C(=N/c3ccccn3)NC2=O)cc1 (stereo unspecified),0%,15µM*,1%,11%,-4,28,80%[activator]
O=C(NCC(=O)N1CCN(S(=O)(=O)c2ccccc2C(F)(F)F)CC1)c1sc2ccccc2c1Cl,14%,23%,-2%,nt,nt,nt,33%[activator]
O=C(CCCn1c(SCC(=O)NC2CCCCC2)nc2ccccc2c1=O)NCC1CCCO1 (stereo unspecified),27%,?,4%,0%,-2,-11,12µM*
COc1ccc(CCNC(=O)COC(=O)Cc2ccccc2)cc1,34%[activator],3%,-5%,-2%,1,-15,-8%
CC(C)(C)c1cc(OS(C)(=O)=O)ccc1O,-1%,24%,4%,2%,-1,-6,35%
CC(C)c1ccc(O)c(NC(=S)NC(=O)c2ccc3c(c2)OCO3)c1,?,?,-17%,1%,53*,99*,?
Cc1ccc(N(CC(=O)NC(C)C)C(=O)CCC(=O)Nc2nccs2)c(C)c1,-19%,-4%,-9%,-2%,28*,-2,22%
CSc1nccc(N2CCN(c3ccc(F)cc3)CC2)n1,?,?,3%,4%,2,25,12µM*
CC(NC(=O)/C=C/c1ccccc1)c1ccccc1 (stereo unspecified),12%,-21%,-2%,2%,-2,-6,-17%
O=C(Nc1nnc(COc2ccc(Br)cc2)s1)c1ccco1,21%,11%,1%,3%,-1,-11,10%
O=C(CCC(=O)N1CCOCC1)Nc1ccc(Cl)c(Cl)c1,9%,-17%,-7%,-9%,-1,4,4%
CC1(C)Cc2noc(N)c2C(C)(C)N1OC(=O)c1ccccc1,-2%,?,3%,3%,-1,6,?
CC(C)NCC(O)COCCOc1ccc(Cl)cc1 (stereo unspecified),-28%,-5%,-3%,-3%,-1,-11,16%

# Bioassay records (PubChem)
